# Compound activity: PubChem BioAssay, several laboratories
# PKA-R2B activ – activators of human PKA-R2B complex; P22694+P31323; PKA-R2B holoenzyme dissociation, Cy5-IP20 fluorescence polarization; R2B truncated from residue 108, S112A mutant; 0% DMSO only, 100% 113 µM cGMP; activation, % at 11.4 µM; 340,000 tested, 0.079% active; AID 504700;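 active means activation above a cutoff set at the mean over all compounds plus 3 SD, cut at about 18% in these data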;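 further: higher means more holoenzyme dissociation and a rise in polarization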
# Target sequence (P31323 whole entry, looked up, other chains not shown, the tested form may be a part): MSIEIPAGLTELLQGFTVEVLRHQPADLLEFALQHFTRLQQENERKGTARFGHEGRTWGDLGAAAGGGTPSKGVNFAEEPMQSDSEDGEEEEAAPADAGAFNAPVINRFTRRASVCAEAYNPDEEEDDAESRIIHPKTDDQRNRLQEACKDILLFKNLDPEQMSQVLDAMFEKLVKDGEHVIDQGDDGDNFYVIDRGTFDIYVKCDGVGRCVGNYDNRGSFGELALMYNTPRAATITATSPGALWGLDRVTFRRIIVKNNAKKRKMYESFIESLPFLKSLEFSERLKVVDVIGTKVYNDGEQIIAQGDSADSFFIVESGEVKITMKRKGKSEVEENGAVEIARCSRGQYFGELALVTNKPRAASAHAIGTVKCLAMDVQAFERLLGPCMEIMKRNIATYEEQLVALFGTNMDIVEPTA
# DAGLB inhibitor – diacylglycerol lipase beta (human) inhibition; HEK293T DAGLB membrane lysate, EnzChek fluorogenic substrate; inhibition, % at 5.17 µM; 340,000 tested, 0.059% active; in the data active means inhibition above about 34%;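 further: 0% = enzyme with vehicle and 100% = wells lacking enzyme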
# Target sequence (Q8NCG7 whole entry, looked up): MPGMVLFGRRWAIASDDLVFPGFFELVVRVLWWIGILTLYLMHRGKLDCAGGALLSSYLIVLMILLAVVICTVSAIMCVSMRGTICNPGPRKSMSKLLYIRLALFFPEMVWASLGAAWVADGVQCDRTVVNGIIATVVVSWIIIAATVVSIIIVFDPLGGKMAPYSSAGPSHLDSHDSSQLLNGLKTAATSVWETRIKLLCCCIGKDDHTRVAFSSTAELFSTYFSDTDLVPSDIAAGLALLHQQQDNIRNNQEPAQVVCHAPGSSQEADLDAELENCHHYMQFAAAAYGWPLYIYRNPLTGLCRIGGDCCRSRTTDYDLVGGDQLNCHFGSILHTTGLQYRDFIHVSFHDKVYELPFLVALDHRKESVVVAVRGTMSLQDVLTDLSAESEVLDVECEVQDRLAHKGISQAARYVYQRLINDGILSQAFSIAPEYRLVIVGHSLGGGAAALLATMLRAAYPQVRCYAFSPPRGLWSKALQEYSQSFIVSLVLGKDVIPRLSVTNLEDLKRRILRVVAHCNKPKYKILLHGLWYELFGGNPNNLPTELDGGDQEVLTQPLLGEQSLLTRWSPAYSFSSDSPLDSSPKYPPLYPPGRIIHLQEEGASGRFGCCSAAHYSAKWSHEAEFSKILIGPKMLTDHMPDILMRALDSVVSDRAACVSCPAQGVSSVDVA
# C-LANA FP – KSHV C-LANA DNA binding inhibition | MBP-C-LANA/FAM-LBS DNA binding, fluorescence polarization | inhibition, % at 9 µM | 340,000 tested, 0.078% active;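 active means highest replicate inhibition at or above 60% at 9 µM, even if other replicates fall short; inactive means all replicates below 60% inhibition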;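 further: 0% = neutral control wells and 100% = 4 µM acridine orange control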
# NSD2 HMT inh – inhibitors of human histone methyltransferase NSD2; NSD2 peptide methylation, AlphaScreen, 120 min; O96028; AID 743445; 310,000 tested, 0.54% active; inhibition, % at 12.5 µM; in the data active means inhibition above about 50%
# Keap1-Nrf2 PPI – disrupts human Keap1 binding to Nrf2 peptide. Q14145. Keap1 Kelch-Nrf2 peptide fluorescence polarization, 1536-well. inhibition, % at 9.4 µM. 340,000 tested, 0.15% active; in the data active means inhibition above about 12%; inconclusive means no clear call, values can overlap the other calls; inactive means below about 7.3%;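 further: human Keap1 Kelch domain with fluorescein labeled Nrf2 9mer peptide probe; 0% = neutral control wells and 100% = peptide positive control; higher means more block of Keap1 binding to Nrf2 peptide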
# SR-BI HDL uptake – inhibitors of mouse SR-BI mediated HDL lipid uptake; Q61009; ldlA[mSR-BI] CHO cells, DiI-HDL uptake fluorescence, 3 h; inhibition, % at 12.5 µM; 320,000 tested, 0.96% active;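 active means mean replicate inhibition of at least 70% and a set share of replicates each scoring 70 or more; inconclusive means meets just one of the two criteria; inactive means fails both criteria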;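 further: 0% = median of neutral control wells and 100% = median of positive control wells; values of inactives mirror those of a sister screen read the other way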
# PvdQ acylase – blocks Pseudomonas aeruginosa PvdQ acylase activity. purified PvdQ acylase, fluorescence plate reader. inhibition, % at 10 µM. 340,000 tested, 0.063% active. AID 488965; in the data active means inhibition above about 30%, passing the limit was not always enough; inconclusive means no clear call, values can overlap the other calls;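 further: 0% = vehicle neutral wells and 100% = reference inhibitor wells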
# RTF Ca sens inh – cardiac RTF calcium desensitization; P19429+P45379; IANBD-labeled cardiac RTF, Ca2+ fluorescence; inhibition, % at 7.15 µM; 340,000 tested, 0.12% active; AID 493244;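 active means inhibition above the mean inhibition of all tested compounds plus 3 SD, cut at about 17% in these data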;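 further: assay run at fixed EC70 calcium of 1.6 mM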
# Arr AP2 block – blocks beta-arrestin peptide binding to AP2 adaptin. FITC-arrestin peptide / GST-AP2 beads, flow cytometry; AP2 beta2 appendage carries R879A mutation. inhibition, % at 10 µM. 340,000 tested, 0.31% active;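 active means inhibition above a set limit, near 3 SD of compounds lacking own fluorescence, cut at about 54% in these data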;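 further: plate controls were DMSO wells for no effect and 5 µM unlabelled arrestin peptide for full effect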
#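 System: GST-AP2 R879A glutathione beads | Also added: FITC-arrestin peptide, 50 nM | Times: 12 min plus 1 h, RT | Signal: Bead flow cytometry, FITC channel | Buffer or medium: PBS with 0.05% Tween 20 and 0.1% BSA | Read-out basis: Percent drop in bead-associated FITC signal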
# SR-BI DiI-HDL act – SR-BI HDL lipid transfer activation | CHO ldlA[mSR-BI] cells, DiI-HDL uptake fluorescence, 3 h; 100 = double the neutral-control signal | activation, % at 12.5 µM | 320,000 tested, 0.096% active | AID 504775;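 active means mean replicate activation of at least 60% and every replicate at or above 60%; inconclusive means mean or all-replicate condition met, but not both; inactive means mean below 60% and not all replicates reaching 60%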;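 further: 0% = median plate neutral-control signal and 100% = twice that signal; values of inactives mirror those of a sister screen read the other way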
#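 Assay system: LDL receptor-deficient CHO ldlA cells overexpressing murine SR-BI / Medium: BSA-supplemented, HEPES-buffered Ham's F12, pH 7.4 / Probe or stimulus: DiI-labelled HDL at 10 µg/mL final / Timing: compound with DiI-HDL co-incubation, 3 h at 37 °C / Technique: bottom-read cell fluorescence after medium removal, ex 550/em 595 nm / Measure: HDL uptake via cellular fluorescence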
# * = called active by the depositor; u = inconclusive; x = not tested or not shown.
molecule	PKA-R2B activ	Arr AP2 block	NSD2 HMT inh	DAGLB inhibitor	C-LANA FP	SR-BI DiI-HDL act	PvdQ acylase	RTF Ca sens inh	SR-BI HDL uptake	Keap1-Nrf2 PPI
O=S1(=O)CCN(Cc2ccc(Cl)cc2)CC1	-5	0	0	-2	1.8	-6	-15	-8	6	-5
C/C(=N\NC(=O)CSc1nnc(C)s1)c1ccc(O)cc1	5	0	-1	0	0.9	10	-16	-3	-10	-1
Cc1c(CN2CCc3c([nH]c4ccccc34)C2C2CCCCC2)cnn1C (configuration not stated)	-6	x	2	-4	-2.7	1	8	9	-1	-4
COc1ccc(C2NC(=O)NC(O)(C(F)(F)F)C2C(=O)c2ccc(F)cc2)cc1 (configuration not stated)	6	-3	x	-1	1.1	21	-12	0	-21	-3
CC(C)Cc1cc(C(=O)N2CCCC(C(=O)c3cc(F)ccc3F)C2)n(C)n1 (configuration not stated)	4	29	1	1	1.8	3	-5	-10	-3	-1
COc1cc2nc(Nc3ccc(C)c(Cl)c3)nc(N)c2cc1OC	-1	2	-1	2	1.6	2	-22	4	-2	1
Cc1ccc(C(=O)N2CCc3ccccc32)cc1	-1	-12	1	-3	1.4	6	-16	-2	-6	0
O=C(CCCc1ccccc1)NCCc1ccc(F)cc1	-8	-5	-1	-2	10	10	-8	1	-10	0
O=S(=O)(NCC1CCN(c2ccc(S(=O)(=O)N3CCOCC3)cc2)CC1)c1ccc(F)cc1	2	-2	x	0	-0.2	x	-14	-23	x	-3
Cc1ccc(Cl)cc1NC(=O)c1ccccc1OCC(=O)N1CCOCC1	1	7	-1	0	-0.3	12	-1	0	-12	-4
CCOC(=O)CCc1c(C)c2ccc(OCc3ccc([N+](=O)[O-])cc3)cc2oc1=O	4	22	-5	0	0.5	2	-8	4	-2	-2
CCc1ccc(-c2nc(-c3ccncc3)no2)cc1	1	31	-11	-12	1.1	9	3	4	-9	-2
CCOC(=O)c1ccc(S(=O)(=O)Nc2nc3cc(S(=O)(=O)NC4=NCCCCC4)ccc3s2)cc1	4	11	-34	-3	-1.6	7	2	-16	-7	-3
Cc1ccccc1NC(=S)N(Cc1cccnc1)Cc1ccco1	-6	30	2	-1	0.1	27	-1	-13	-27	1
COc1ccc(CCNc2ccc(C(=O)O)cc2[N+](=O)[O-])cc1OC	-16	25	0	2	-1.0	-5	-10	-3	5	0
COC(=O)N1CCN(c2ccc(OC)cc2)CC1	-4	-11	6	-3	-0.6	15	-6	-2	-15	-3
C=CCNC(=O)c1onc(CSc2ccc(F)cc2)c1C(=O)NCCOC	0	6	x	2	1.7	13	-3	6	-13	-3
CCOC(=O)C1=C(C)N(CCCCCC(=O)O)C(=O)NC1c1ccc(Br)cc1 (configuration not stated)	-4	9	x	0	-0.5	0	-9	-7	0	-5
O=C(CN1C(=O)NC2(CCCC2)C1=O)N1CCc2ccccc2C1	2	-10	-2	2	0.4	23	-18	-16	-23	-1
CC(=O)Nc1cccc(/C(C)=N/NC(=O)c2ccc(O)cc2)c1	7	-2	2	3	0.5	-31	-6	-10	31	-2
S=C1NCCOCCOCCOCCOCCNC(=S)NCCOCCOCCOCCOCCN1	-1	6	-4	-2	-0.1	9	-10	5	-9	-4
CC(C)C(NC(=O)c1ccc(Br)cc1)C(=O)NC1=NCCS1 (configuration not stated)	2	34	-1	0	-0.3	-19	6	3	19	0
COc1ccc(Cl)cc1NC(=S)N1CCCCCC1	3	6	-2	0	2.9	-4	-2	-4	4	4
COc1cccc(C2Nc3ccccc3C(=O)N2O)c1O (configuration not stated)	-4	-9	6	1	-2.2	32	-11	6	-32	2
CC(=O)C1=C(O)C(=O)N(c2ccc(O)cc2)C1c1ccccc1Cl (configuration not stated)	-2	7	-1	1	0.6	x	-7	-7	x	-2
COc1cccc2cc(-c3cc(=O)oc4cc(C)c(O)cc34)oc12	-13	2	0	2	0.0	-6	1	0	6	-2
COC(C)(C)[C@]12CC(O)(c3ccccc3)ON1[C@H]1CCCCC1N2O (some centres not stated)	-6	7	-1	1	0.6	1	-10	-4	-1	-2
COc1ccc(OC)c(C(c2nnnn2CCc2ccccc2)N2CCN(c3ccccc3)CC2)c1 (configuration not stated)	-4	-2	-8	-9	-0.6	-4	-9	-2	4	2
Cc1ccc(C(=O)c2cc3ccccc3o2)cc1	1	4	-3	-17	1.8	0	-3	5	0	5
CCCSc1nc2c(c(=O)[nH]c(=O)n2C)n1CC(O)COc1ccccc1 (configuration not stated)	-1	13	-1	0	0.4	10	-11	-3	-10	-5
CCCC(C)c1nnc(NC(=O)CCS(=O)(=O)c2ccccc2)s1 (configuration not stated)	3	-2	0	0	-1.9	x	-3	-4	x	2
CCN1CCN(c2nc(-c3ccccn3)nc3ccccc23)CC1	-2	8	30	-1	-0.4	15	-4	-7	-15	1
CCc1ccccc1N=Cc1c(C)c(C#N)c2[nH]c3ccccc3n2c1=O	-2	-20	1	3	0.7	x	-4	-6	x	-2
Cc1cc(C(=O)N(NC(=O)C(C)C)c2ccccc2)cs1	9	-12	0	1	-0.6	17	-7	-2	-17	-6
Cc1ccc(C(=O)Nc2cccc(C(=O)NCc3ccccc3)c2)cc1	-2	20	-4	-5	-1.1	-32	3	-11	32	-1
C[n+]1cccc(CNC(=O)/C=N/O)c1	-1	-1	1	-1	0.3	27	-15	0	-27	0
Cc1ccc(NC(=O)Cn2cnc3cc([N+](=O)[O-])ccc3c2=O)cc1	-7	4	1	-7	-3.7	x	2	-13	x	1
CC(Sc1nnc(-c2ccncc2)n1C)C(=O)Nc1ccc(N2CCOCC2)cc1 (configuration not stated)	-8	-1	-2	-3	-0.1	5	9	-4	-5	-6
O=C(NNc1c(Cl)cccc1Cl)c1c(F)cccc1Cl	1	2	-1	0	-0.9	-3	6	0	3	-2
FC(F)(Cl)c1nnc2ccc(Sc3ccccn3)nn12	-1	-7	1	0	0.1	1	-11	-15	-1	-5
O=C(NNC1CC(=O)N(c2ccccc2)C1=O)c1ccc(COc2ccccc2Cl)o1 (configuration not stated)	6	14	-4	2	-0.5	-50	1	5	50	-3
CCN1CCCc2cc(CN(CCN3CCOCC3)C(=S)Nc3ccccc3OC)ccc21	8	36	18	-2	0.6	x	-13	-2	x	0
O=S(=O)(c1ccccc1)c1cnc(-c2ccccc2)nc1N1CCCCC1	3	14	-2	-8	2.1	-70	-3	-2	u	1
COc1ccc(C(=O)NCC(=O)OCc2ccc([N+](=O)[O-])cc2)cc1	-19	-6	1	0	0.3	-3	-12	-2	3	-4
O=C(c1cccc(S(=O)(=O)N2CCCCCC2)c1)N1CCN(Cc2ccccc2)CC1	-9	-4	-1	-4	2.3	-19	-4	-4	19	-3
CCOC(=O)CNC(=O)CSc1nc(N(C)C)nc(N2CCOCC2)n1	-5	-8	-4	-4	1.7	0	-10	0	0	-3
CCN1CCN(C(=O)c2nn(-c3ccccc3)c(=O)c3ccccc23)CC1	1	5	3	1	-1.2	33	-8	-11	-33	0
c1ccc(-n2nnnc2-n2nnc3ccccc32)cc1	-1	2	-1	-1	-0.8	6	2	0	-6	-2
Cn1nnnc1Sc1ncnc2scc(-c3cccc(S(C)(=O)=O)c3)c12	5	0	x	1	-1.0	-9	-6	-12	9	-28
CC(C)CC(c1nnnn1CC1CCCO1)N1CCN(C2CCCC2)CC1 (configuration not stated)	-3	4	4	-3	0.9	x	-11	-7	x	4
O=C(Nc1ccccc1)C1CC2CCCC(C1)C2=O (configuration not stated)	-6	12	6	-4	0.8	5	-16	-1	-5	1
O=C(CN1C(=O)CCSc2ccc(S(=O)(=O)N3CCOCC3)cc21)Nc1ccccc1Cl	0	-4	31	1	3.8	15	3	-10	-15	-2
COc1cccc(-c2noc(N)c2C#N)c1	-4	19	-2	-3	-0.5	11	3	-8	-11	1
Cc1ccc(C(=O)Nc2ccc3c(c2)OCCO3)c(C)c1	5	10	-1	3	6.8	13	-10	-5	-13	-8
CC(C)(C)c1ccc(OC(=O)c2ccc3nsnc3c2)cc1	3	3	4	-13	1.8	3	-15	4	-3	0
CC(C)(C)OC(=O)N1CCN(C(=O)c2cccnc2Cl)CC1	-8	11	-2	0	0.6	14	-12	2	-14	-3
NS(=O)(=O)c1ccc(-c2ccc(/C=C3\NC(=S)NC3=O)o2)cc1	6	27	x	2	-11	-6	7	-15	6	-18
COc1ccc(S(=O)(=O)NC2CC2)cc1C(=O)N1CCOCC1	4	39	-2	-3	-3.1	-11	0	1	11	1
CC(=O)N1CCN(S(=O)(=O)c2cccc(C(=O)Nc3ccc4c(c3)CCC4)c2)CC1	-12	2	0	-1	0.5	-40	7	2	40	-8
Cc1ccc(Nc2c(-c3ccco3)nc3ccccn23)cc1	-3	-6	2	3	-0.6	-21	-16	-8	21	-4

# Going on with the list.
molecule	PKA-R2B activ	Arr AP2 block	NSD2 HMT inh	DAGLB inhibitor	C-LANA FP	SR-BI DiI-HDL act	PvdQ acylase	RTF Ca sens inh	SR-BI HDL uptake	Keap1-Nrf2 PPI
CS(=O)(=O)N1CCc2cc(C(=O)N3CCCC3)ccc21	1	16	-1	2	0.3	x	-4	-4	x	3
O=C(CSc1ccc(Cl)cc1)NN=C1CCCCCC1	9	-1	5	-3	-2.1	13	-17	-8	-13	-2
O=C(CCC(=O)c1ccc(F)cc1)OCc1nnc(-c2ccc([N+](=O)[O-])cc2)o1	0	-8	3	-2	-0.2	8	-6	-4	-8	-4
Cc1c(CNCC(C)c2ccccc2)c(C(=O)O)c(C)n1Cc1ccccc1 (configuration not stated)	0	10	1	-2	0.0	43	-2	-4	-43	2
Cc1cc(C(=O)N/N=C2\CC(=O)CC(C)(C)C2)c(C)n1-c1ccccc1	-8	3	2	1	0.8	23	13	7	-23	0
CCN(CC)c1ccc(/C=N/N2C(C)CCCC2C)c(O)c1 (configuration not stated)	6	9	4	-3	1.7	-13	-6	-1	13	2
CN(C)c1ccc(C(C(=O)NC2CCCC2)N(C(=O)c2ccco2)C2CC2)cc1 (configuration not stated)	12	24	12	-1	-1.6	x	-3	-10	x	-3
COC(=O)[C@H](CCSC)NC(=O)NCc1ccc(S(N)(=O)=O)cc1	2	5	-10	2	-0.6	17	-8	-7	-17	-3
